Assay outcomes (PubChem BioAssay)
E-selectin induc = E-selectin induction on HUVECs. P16581. HUVEC E-selectin immunofluorescence imaging; normalized: neutral wells 0, TNF-alpha wells 100. activation, % at 7.58 µM. 260,000 compounds, 0.37% hits. AID 686992;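 active = mean E-selectin-positive cell signal at least 10% of the positive control, reached in at least 60% of replicates, without over 20% cell loss; inconclusive = no rule given, readout overlaps actives, possibly toxicity-flagged; inactive = the rest, including those meeting only one limit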;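 note: in these data hits start at about 27%; measured in HUVEC primary endothelial cells; signal is the percent of cells scored E-selectin positive by PE staining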
Target sequence (P16581 whole entry, looked up): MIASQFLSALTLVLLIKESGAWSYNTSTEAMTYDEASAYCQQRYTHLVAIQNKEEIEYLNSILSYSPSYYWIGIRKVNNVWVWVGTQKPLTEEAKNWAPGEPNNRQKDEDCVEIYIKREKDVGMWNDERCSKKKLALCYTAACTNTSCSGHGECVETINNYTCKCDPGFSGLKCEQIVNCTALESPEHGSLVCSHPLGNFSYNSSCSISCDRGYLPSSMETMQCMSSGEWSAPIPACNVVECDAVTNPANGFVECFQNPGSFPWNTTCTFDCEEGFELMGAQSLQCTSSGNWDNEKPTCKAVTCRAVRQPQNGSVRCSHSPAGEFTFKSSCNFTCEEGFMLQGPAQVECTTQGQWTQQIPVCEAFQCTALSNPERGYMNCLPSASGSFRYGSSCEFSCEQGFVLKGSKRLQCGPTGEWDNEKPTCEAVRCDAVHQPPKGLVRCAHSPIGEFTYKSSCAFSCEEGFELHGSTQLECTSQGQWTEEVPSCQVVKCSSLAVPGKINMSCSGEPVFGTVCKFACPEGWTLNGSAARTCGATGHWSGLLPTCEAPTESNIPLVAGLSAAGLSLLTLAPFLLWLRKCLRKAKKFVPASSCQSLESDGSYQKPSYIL
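Test system: HUVEC | Signal: Immunofluorescence imaging | Read-out: Percent E-selectin-positive cells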
SIRT5 inh = sirtuin-5 (human) deacylase inhibition; Purified SirT5, succinyl-peptide AMC, trypsin-coupled fluorescence; inhibition, % at 15 µM; 330,000 compounds, 1.1% hits; Q9NXA8; in the data active = inhibition above about 15%; inconclusive = no clear call, values can overlap the other calls
Target sequence (Q9NXA8 whole entry, looked up): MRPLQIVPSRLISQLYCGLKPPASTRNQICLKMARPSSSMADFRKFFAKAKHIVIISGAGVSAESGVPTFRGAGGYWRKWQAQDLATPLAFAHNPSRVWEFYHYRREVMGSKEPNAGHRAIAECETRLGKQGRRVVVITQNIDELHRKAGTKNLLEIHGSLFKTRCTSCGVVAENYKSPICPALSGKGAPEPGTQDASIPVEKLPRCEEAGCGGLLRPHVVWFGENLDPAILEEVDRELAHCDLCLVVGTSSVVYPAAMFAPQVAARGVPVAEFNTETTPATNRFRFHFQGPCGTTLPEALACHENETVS
ERp5 block = inhibitors of human ERp5. 350,000 compounds, 0.05% hits. ERp5 insulin aggregation, absorbance 650 nm, 90 min. AID 651711. Q15084. inhibition, % at 9.99 µM;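 active = mean replicate inhibition above about 25%, with every replicate also reaching it, limit read from the data, passing the limit was not always enough; inconclusive = only one of those two criteria met; inactive = neither criterion met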
S100A4 MyoIIA = S100A4-myosin IIA interaction inhibition; S100A4/TAMRA-MyoIIA peptide fluorescence polarization; P26447; 360,000 compounds, 0.14% hits; inhibition, % at 10.7 µM;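 active = mean inhibition of at least 70% across replicates, with every replicate also reaching that level; inconclusive = mean inhibition reaches 70% but some replicates fall short; inactive = mean inhibition below 70%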
Target sequence (P26447 whole entry, looked up): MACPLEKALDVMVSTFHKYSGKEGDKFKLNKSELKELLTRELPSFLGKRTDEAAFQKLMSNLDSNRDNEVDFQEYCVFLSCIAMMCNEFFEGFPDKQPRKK
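incubation = readout 5 min after mixing, signal stable up to 60 min | system = S100A4 monomer protein | buffer or medium = HEPES pH 7.2 with CaCl2, KCl, NaCl, DTT, Triton | benchmarks = neutral control DMSO, positive control TFP | also added = fluorescent myosin IIA peptide, 5 nM | compound dosing = one concentration per compound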
C2C12 statin = suppression of simvastatin myotoxicity; C2C12 myotubes + simvastatin, ATP luminescence, 48 h; scaled: DMSO 0, geranylgeraniol control 100; rescue of ATP level, % at 7.49 µM; 330,000 compounds, 0.78% hits; AID 602340;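 active = mean ATP rescue above about 67%, or every replicate alone reaching that limit, limit read from the data, passing the limit was not always enough; inconclusive = no clear call, values can overlap the other calls; inactive = mean under the limit and some replicate under it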;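 note: myotubes were challenged with 10 µM simvastatin during compound exposure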
PglD DTNB = inhibitors of Campylobacter jejuni PglD acetyltransferase; AID 602405; inhibition, % at 12.5 µM; 360,000 compounds, 0.098% hits; purified PglD enzyme, DTNB colorimetric CoA detection; in the data active = inhibition above about 16%, passing the limit was not always enough; inconclusive = no clear call, values can overlap the other calls; note: strong numbers were not always called active
DENV2 CPE = protects cells from dengue virus 2 cytopathic effect; 350,000 compounds, 1.7% hits; CPE inhibition, % at 9.99 µM; DENV2-infected cells, cytopathic effect rescue, plate reader; in the data active = CPE inhibition above about 20%, passing the limit was not always enough; inconclusive = no clear call, values can overlap the other calls; tested in BHK-21 cells;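 note: 0% = median of neutral control wells and 100% = median of positive control wells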
* = called active by the depositor. Only part of the results is shown; count on the stated rates, not on these rows.

For O=C(COC(=O)CCC(=O)N1CCOCC1)Nc1ccc(Br)cc1Br the results were E-selectin induc 0.1, SIRT5 inh 1, ERp5 block 5, S100A4 MyoIIA -20, C2C12 statin -3, PglD DTNB 1 and DENV2 CPE 5.
For CN(CCOc1ccccc1)C(=S)Nc1ccc(OC(F)F)cc1 the results were SIRT5 inh 3, ERp5 block 5, S100A4 MyoIIA -14, C2C12 statin -14, PglD DTNB 1 and DENV2 CPE -9.
`Cc1ccc(C)c(OCCC(=O)OCC(=O)N(C)c2c(N)n(Cc3ccccc3)c(=O)[nH]c2=O)c1` gave E-selectin induc -0.2, SIRT5 inh 0, ERp5 block 4, S100A4 MyoIIA -2 and DENV2 CPE -2.
Screening Cc1noc(NS(=O)(=O)c2ccc(N/C=C\C(=O)c3ccc(F)cc3)cc2)c1C returned SIRT5 inh 2, ERp5 block -14, S100A4 MyoIIA 10 and DENV2 CPE 16.
Screening O=C(Nc1cccc(F)c1)N1C[C@H]2[C@@H](c3ccccc31)[C@H](CO)N2C(=O)Cc1ccccn1 returned E-selectin induc 0.2, SIRT5 inh 5, ERp5 block -2, S100A4 MyoIIA 1, C2C12 statin -10, PglD DTNB -5 and DENV2 CPE 8.
Cc1ccc(C)c(C(Nc2ccccc2)c2ccc3ccc(C)nc3c2O)c1 (centres undefined) was read as E-selectin induc 0.6, SIRT5 inh -3, ERp5 block -2, S100A4 MyoIIA -6 and DENV2 CPE 23*.
`COc1ccc(NC(=O)c2cc(-c3ccccc3)nc3c2cnn3C(C)C)c(OC)c1` gave E-selectin induc 0.6, SIRT5 inh -1, ERp5 block 0, S100A4 MyoIIA -8, C2C12 statin -10, PglD DTNB 0 and DENV2 CPE 4.
`Cc1ccc(S(=O)(=O)N2CCC(C(=O)NCC(C)(C)N3CCOCC3)CC2)c(C)c1` gave E-selectin induc -0.4, SIRT5 inh -5, ERp5 block 10, S100A4 MyoIIA 1, C2C12 statin 0, PglD DTNB 4 and DENV2 CPE -4.
Screening C[C@H]1CN([C@@H](C)CO)C(=O)c2cc(NS(=O)(=O)c3cccs3)ccc2O[C@@H]1CN(C)Cc1ccncc1 returned E-selectin induc -1.9, SIRT5 inh -9, ERp5 block 1, S100A4 MyoIIA -8, C2C12 statin -53, PglD DTNB -3 and DENV2 CPE -8.
Screening Cc1ccc(S(=O)(=O)N(C)C[C@@H]2Oc3ccc(NC(=O)CCN4CCOCC4)cc3CC(=O)N([C@@H](C)CO)C[C@H]2C)cc1 returned E-selectin induc -0.2, SIRT5 inh 0, ERp5 block -2, S100A4 MyoIIA 2, C2C12 statin -16, PglD DTNB 3 and DENV2 CPE -5.
Screening CCCn1c(=O)c2ccccc2n2c(SCCNCCO)nnc12 returned E-selectin induc 0.0, SIRT5 inh 2, ERp5 block 2, S100A4 MyoIIA -1, C2C12 statin 7, PglD DTNB 0 and DENV2 CPE -4.
O=C1CC(c2ccc(S(=O)(=O)NC3CC3)cc2)CN1 (centres undefined) was read as E-selectin induc 0.0, ERp5 block 0, S100A4 MyoIIA 1, C2C12 statin 0, PglD DTNB -5 and DENV2 CPE 10.
C[C@H](NC(=O)C[C@@H]1C=C[C@H](NC(=O)CN2CCOCC2)[C@H](CO)O1)c1ccccc1 was read as E-selectin induc 0.2, SIRT5 inh 7, ERp5 block -3, S100A4 MyoIIA 38, C2C12 statin 0, PglD DTNB 0 and DENV2 CPE 8.
`COc1ccc(S(=O)(=O)N(C)C[C@H]2Oc3ccc(N(C)C)cc3CC(=O)N([C@@H](C)CO)C[C@@H]2C)cc1` gave E-selectin induc -0.2, SIRT5 inh -2, ERp5 block -2, S100A4 MyoIIA -3, C2C12 statin 10, PglD DTNB 1 and DENV2 CPE inconclusive.
Screening COc1ccc(NS(=O)(=O)c2ccc(C)c(C(=O)N3CCCCCCC3)c2)cc1 returned SIRT5 inh 0, ERp5 block 3, S100A4 MyoIIA -1, C2C12 statin 7, PglD DTNB 0 and DENV2 CPE 10.
`Cc1[nH]c2ccccc2c1C(=O)C(=O)N1CCN(c2ccccc2)CC1` gave SIRT5 inh 0, ERp5 block 2, S100A4 MyoIIA -7, C2C12 statin 17, PglD DTNB 4 and DENV2 CPE inconclusive.
For COc1ccc(OCc2nnc(SCC(=O)NCC3CCCO3)n2N)cc1 (centres undefined) the results were SIRT5 inh -1, ERp5 block -5, S100A4 MyoIIA -5, C2C12 statin 0, PglD DTNB -1 and DENV2 CPE 18.
Screening OC[C@H]1[C@H](c2ccc(-c3ccccc3F)cc2)[C@@H]2CN(Cc3cccnc3)CCCCN12 returned E-selectin induc -0.4, SIRT5 inh -3, ERp5 block 5, S100A4 MyoIIA 0, PglD DTNB -3 and DENV2 CPE 4.
O=C(C[C@H]1C=C[C@H](NC(=O)c2cccc(F)c2)[C@@H](CO)O1)NCCN1CCCC1 was read as E-selectin induc -0.6, SIRT5 inh -1, ERp5 block 5, S100A4 MyoIIA 10, C2C12 statin -5, PglD DTNB 0 and DENV2 CPE inconclusive.
Screening C[C@@H]1CN([C@H](C)CO)C(=O)Cc2cc(NC(=O)CCCCCC(=O)Nc3ccccc3N)ccc2O[C@H]1CN(C)C(=O)NC1CCCCC1 returned E-selectin induc 0.0, ERp5 block 6, S100A4 MyoIIA 4, C2C12 statin -22, PglD DTNB 3 and DENV2 CPE inconclusive.

Arranged by molecular weight (lowest first): 6 of the compounds above
O=C1CC(c2ccc(S(=O)(=O)NC3CC3)cc2)CN1 (centres undefined) was read as E-selectin induc 0.0, ERp5 block 0, S100A4 MyoIIA 1, C2C12 statin 0, PglD DTNB -5 and DENV2 CPE 10.
Screening CCCn1c(=O)c2ccccc2n2c(SCCNCCO)nnc12 returned E-selectin induc 0.0, SIRT5 inh 2, ERp5 block 2, S100A4 MyoIIA -1, C2C12 statin 7, PglD DTNB 0 and DENV2 CPE -4.
For COc1ccc(OCc2nnc(SCC(=O)NCC3CCCO3)n2N)cc1 (centres undefined) the results were SIRT5 inh -1, ERp5 block -5, S100A4 MyoIIA -5, C2C12 statin 0, PglD DTNB -1 and DENV2 CPE 18.
Screening COc1ccc(NS(=O)(=O)c2ccc(C)c(C(=O)N3CCCCCCC3)c2)cc1 returned SIRT5 inh 0, ERp5 block 3, S100A4 MyoIIA -1, C2C12 statin 7, PglD DTNB 0 and DENV2 CPE 10.
C[C@H](NC(=O)C[C@@H]1C=C[C@H](NC(=O)CN2CCOCC2)[C@H](CO)O1)c1ccccc1 was read as E-selectin induc 0.2, SIRT5 inh 7, ERp5 block -3, S100A4 MyoIIA 38, C2C12 statin 0, PglD DTNB 0 and DENV2 CPE 8.
`Cc1ccc(C)c(OCCC(=O)OCC(=O)N(C)c2c(N)n(Cc3ccccc3)c(=O)[nH]c2=O)c1` gave E-selectin induc -0.2, SIRT5 inh 0, ERp5 block 4, S100A4 MyoIIA -2 and DENV2 CPE -2.

(continued)
COCC(=O)Nc1ccc2c(c1)OC[C@H](C)N(CC1CCCCC1)C[C@H](C)[C@@H](OC)CN(C)C2=O was read as E-selectin induc -0.2, SIRT5 inh -1, ERp5 block 2, S100A4 MyoIIA -4, C2C12 statin -2, PglD DTNB 2 and DENV2 CPE 7.
Screening C[C@H]1CN([C@@H](C)CO)S(=O)(=O)c2ccc(C3=CCCCC3)cc2O[C@@H]1CN(C)C(=O)c1ccc(F)cc1 returned E-selectin induc -0.2, SIRT5 inh 16*, ERp5 block 0, S100A4 MyoIIA 15, C2C12 statin -88, PglD DTNB -5 and DENV2 CPE 6.
For C[C@H](CO)N1C[C@H](C)[C@@H](CN(C)C(=O)CCN2CCCCC2)Oc2ncc(C#Cc3ccccn3)cc2C1=O the results were E-selectin induc 0.0, SIRT5 inh -8, ERp5 block -4, S100A4 MyoIIA 8, C2C12 statin 2, PglD DTNB 3 and DENV2 CPE -4.
Screening CCOc1cc(CNCc2ccccn2)cc(Cl)c1OCC returned E-selectin induc -0.9, SIRT5 inh 1, ERp5 block 3, S100A4 MyoIIA 0, C2C12 statin -17, PglD DTNB 8 and DENV2 CPE -5.
O=C(O)C[C@H]1C[C@H]2c3cc(NC(=O)C4CCOCC4)ccc3O[C@H]2[C@@H](CO)O1 was read as E-selectin induc 0.2, SIRT5 inh 1, ERp5 block 3, S100A4 MyoIIA 5 and DENV2 CPE -8.
`CCC(=O)N(C)C[C@H]1Oc2ncc(-c3ccc(C#N)cc3)cc2C(=O)N([C@H](C)CO)C[C@H]1C` gave E-selectin induc 0.3, SIRT5 inh 0, ERp5 block 6, S100A4 MyoIIA -4, C2C12 statin 19, PglD DTNB -2 and DENV2 CPE inconclusive.
COc1cc(C(=O)NNC(=O)c2cc(S(=O)(=O)N(C)C)ccc2N2CCCC2)cc(OC)c1OC was read as E-selectin induc -1.1, SIRT5 inh 2, ERp5 block 5, S100A4 MyoIIA 1, C2C12 statin 20, PglD DTNB -2 and DENV2 CPE inconclusive.
Screening CC1CCCCC1NC(=O)CCS(=O)(=O)c1ccc2c(c1)NC(=O)CS2 (centres undefined) returned SIRT5 inh -4, ERp5 block 2, S100A4 MyoIIA -1, C2C12 statin -4, PglD DTNB -3 and DENV2 CPE -4.
`O=C(CC1SC(N2CCCC2)=NC1=O)Nc1ccc(C(=O)NCCOc2ccccc2F)cc1` (centres undefined) gave SIRT5 inh 1, ERp5 block -1, S100A4 MyoIIA 2 and DENV2 CPE -8.
For Cc1ccc(C)c(CN2C(=O)COc3ccccc32)c1 the results were E-selectin induc 0.2, SIRT5 inh 2, ERp5 block -2, S100A4 MyoIIA -5, C2C12 statin 8, PglD DTNB -1 and DENV2 CPE 5.
`C[C@@H]1CN([C@@H](C)CO)C(=O)c2cc(C#C[C@@H](C)O)cnc2O[C@H]1CN(C)C(=O)CN(C)C` gave E-selectin induc -0.1, SIRT5 inh 0, ERp5 block 1, S100A4 MyoIIA 8, PglD DTNB 5 and DENV2 CPE -4.
Screening Cc1cc(N2CCN(C)CC2)nc2ccc(NC(=S)NCCN3CCc4ccccc4C3)cc12 returned E-selectin induc 0.0, SIRT5 inh -8, ERp5 block -3, S100A4 MyoIIA 4, C2C12 statin -20, PglD DTNB 0 and DENV2 CPE -4.
`CCOC(=O)c1ccc(N=C2SC(C(=O)NC)CC(=O)N2CCc2ccccc2)cc1` (centres undefined) gave E-selectin induc 14, SIRT5 inh -3, ERp5 block 1, S100A4 MyoIIA 3 and DENV2 CPE -2.
Screening COc1ccc2c(C)c(CC(=O)N3CCN(C(=O)C4COc5ccccc5O4)CC3)c(=O)oc2c1 (centres undefined) returned SIRT5 inh -33, ERp5 block 0, S100A4 MyoIIA -3, C2C12 statin -3, PglD DTNB -4 and DENV2 CPE 0.
CNS(=O)(=O)c1ccc(C)cc1 was read as S100A4 MyoIIA 25, C2C12 statin 8 and PglD DTNB -4.
`O=C(CCC(=O)c1cccs1)OCC(=O)c1ccccc1F` gave E-selectin induc 3.2, SIRT5 inh 5, ERp5 block -1, S100A4 MyoIIA 0, C2C12 statin 1, PglD DTNB -8 and DENV2 CPE 4.
`COc1ccc(N(CC(=O)Nc2ccccc2OC)S(=O)(=O)c2ccccc2)cc1Cl` gave E-selectin induc -1.0, SIRT5 inh -2, ERp5 block 2, S100A4 MyoIIA 3, C2C12 statin -10, PglD DTNB -3 and DENV2 CPE -6.
`COc1cc(OC)cc(C(=O)Nc2ccc(-n3cnnn3)c(C)c2)c1` gave SIRT5 inh -1, ERp5 block 0, S100A4 MyoIIA 2 and DENV2 CPE 1.
Screening Cc1nn(Cc2c(Cl)cccc2Cl)c(Cl)c1/C=N/NC(=O)c1cccnc1 returned E-selectin induc -1.7, SIRT5 inh -1, ERp5 block -5, S100A4 MyoIIA -5 and DENV2 CPE -1.
